HCV inh = qHTS Assay for Inhibitors of Hepatitis C Virus (HCV); 340,000 tested, 3.4% active; Huh7.5.1 HCVcc-Cre infection, luciferase reporter, 44 h; Potency, µM (highest dose often 41.8 µM), for the others: at the top dose activity change, negative = inhibition, hits mostly inhibitors; AID 651820, 2012
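Compounds are dispensed onto cells plated 4 h earlier at 1,000 per well, with HCVcc-Cre virus (about 0.5 moi) added next. Following 44 h of culture, luminescent signal is measured for 15 sec after 15 min with substrate at room temperature.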
Sm TGR block = qHTS Assay for the Inhibitors of Schistosoma Mansoni Peroxiredoxins; Potency, µM (highest dose often 114 µM), inactives show top-dose activity change, negative = inhibition, actives largely listed as inhibitors; Schistosoma mansoni thioredoxin glutathione reductase (TGR), Q962Y6; AID 485364, 2010; purified TGR, DTNB reduction, TNB absorbance 405 nm; 360,000 tested, 3% active; note: nearly all actives have a fitted effect of over 60% in size
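TGR 20 nM + NADPH 100 uM (dispensed conc.), cpd preinc 15 min RT; start with NADPH (500 uM addition) then DTNB (15 mM addition). Kinetic TNB absorbance, 405 nm filter. Four-parameter Hill fit across titration.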
Pf growth 48h = Primary qHTS for delayed death inhibitors of the malarial parasite plastid, 48 hour incubation; P. falciparum luciferase growth in erythrocytes, 48 h; Potency, µM (titrated, usually from 28.7 µM), without a hit: at the highest dose activity change, negative = inhibition, most hits filed as inhibitors; AID 504832, 2011; 310,000 tested, 5.9% active
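Luciferase-expressing parasites in RBCs, 2% Hct / 0.1% parasitemia final; RPMI 1640 + 0.5% Albumax; 37 C, 5% CO2, one generation; luminescence read-out, lower signal = inhibition.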
Pf growth 96h = Primary qHTS for delayed death inhibitors of the malarial parasite plastid, 96 hour incubation. P. falciparum luciferase reporter growth, 96 h. Potency, µM (top dose mostly 28.7 µM), without a hit: at the top dose activity change, negative = inhibition, usual class: inhibitors. 320,000 tested, 6.9% active. AID 504834, 2011
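Erythrocytes infected with luciferase-expressing P. falciparum were dispensed at 2% hematocrit and 0.05% parasitemia (final), then incubated with compounds 96 hours at 37 C in 5% CO2. Luminescence after detection reagent addition reported growth.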
Tb PYK inh = qHTS of Trypanosoma Brucei Inhibitors; Potency, µM (series often up to 76.8 µM), inactives show at the top dose activity, negative = inhibition, usual class: inhibitors; TbPYK enzyme, Kinase-Glo Plus ATP luminescence, 45 min; 410,000 tested, 0.12% active; pyruvate kinase (Trypanosoma brucei), Q57TT1; note: nearly all actives have a fitted effect of over 50% in size
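Screened from lowest to highest concentration, compounds were pinned into TbPYK/substrate mixtures, and ADP (130 uM final) was added. Plates sat at room temperature for 45 min prior to Kinase-Glo Plus detection by luminescence.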
LmPK inhibitor = qHTS Assay for Inhibitors of Leishmania Mexicana Pyruvate Kinase (LmPK). 290,000 tested, 0.37% active. purified LmPK, Kinase-Glo ATP luminescence, 1 h. Potency, µM (titrated, usually from 57.5 µM), without a hit: at the highest dose activity change, negative = inhibition, actives largely listed as inhibitors. Q27686
Target sequence (Q27686 whole entry, looked up): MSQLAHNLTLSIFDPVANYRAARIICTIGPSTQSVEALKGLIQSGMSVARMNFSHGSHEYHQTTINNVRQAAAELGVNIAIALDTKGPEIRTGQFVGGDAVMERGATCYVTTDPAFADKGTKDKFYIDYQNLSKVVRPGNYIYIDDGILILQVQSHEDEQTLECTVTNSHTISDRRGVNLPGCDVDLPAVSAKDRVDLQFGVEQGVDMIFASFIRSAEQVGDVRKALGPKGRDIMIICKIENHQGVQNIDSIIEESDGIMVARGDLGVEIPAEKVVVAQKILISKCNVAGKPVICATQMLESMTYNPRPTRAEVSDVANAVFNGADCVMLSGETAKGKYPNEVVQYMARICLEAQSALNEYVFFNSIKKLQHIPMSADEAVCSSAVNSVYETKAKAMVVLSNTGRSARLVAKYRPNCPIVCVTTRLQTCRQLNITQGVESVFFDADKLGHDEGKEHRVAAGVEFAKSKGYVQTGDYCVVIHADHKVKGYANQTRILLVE
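Purified LmPK (0.1 nM) converted ADP (0.1 mM) to ATP with PEP (0.5 mM) in imidazole buffer pH 7.2 with KCl and MgCl2, 1 h at room temperature. ATP was read by Kinase-Glo luminescence; data normalized to uninhibited and no-enzyme controls.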
* = called active by the depositor; ? = inconclusive; . = not tested or not shown; [ ] = dose if it differs, or a comment. Calls come from the whole dose curve; as a rule, active = well fitted curve in the direction sought with a large enough effect; inconclusive = small, poorly fitted or top-dose-only effect, or another doubt; inactive = no such curve, though single readings can be large; an effect the other way counts as inactive or inconclusive. % is set by controls: 0 for no effect and ±100 for the full control effect; potency is the fitted concentration of half-maximal effect.

SMILES | HCV inh | Sm TGR block | Pf growth 48h | Pf growth 96h | Tb PYK inh | LmPK inhibitor
Cc1cc(Cn2nc(C(=O)NCc3cccc(C(F)(F)F)c3)cc2-c2ccccc2)on1 | ? | 0.8% | ? | ? | -3.7% | .
O=c1c2ccccc2nc2c3ccccc3c(NCCN3CCOCC3)nn12 | . | 2.4% | -0.4% | 10.4%[5.75 µM] | . | 8.0%
Cc1ccc(C(=O)NCCNS(C)(=O)=O)cc1 | -2.2% | 7.3% | 39.9%[activator] | ? | 7.2% | -2.8%
CC(NC(=O)c1ccc(NC2=NC3CS(=O)(=O)CC3S2)cc1)c1ccccc1 (centres undefined) | 9.4% | -14.6% | 10.0% | ? | -1.0% | -6.9%
COc1ccc(N2CCN(CCCNC(=O)Cn3c(=O)c4cccn4c4cccnc43)CC2)cc1 | ? | -18.0% | ? | 35.4%[activator] | -4.1% | -1.1%
NC(=O)CCCn1c(C(=O)c2cc(Cl)c(N)c(Cl)c2)c2ccc([N+](=O)[O-])cc2[n+]1[O-] | 11.2µM* | -14.2% | ? | 9.28µM* | -5.3% | .
COc1ccc(NC(=O)c2cc(S(=O)(=O)N3CCCC3)ccc2C)cn1 | -13.8% | -1.7% | -17.4% | 14.6% | 0.0% | .
Cc1cc(C)nc(N/N=C/c2ccc3c(c2)OCCO3)n1 | -3.7% | 0.0% | 63.3%[activator] | 47.5%[activator] | -0.2% | -2.9%
CCCC(=O)Nc1cccc(-c2cn3ccsc3n2)c1 | -17.8% | 5.0% | 55.5%[activator] | 47.2%[activator] | -6.1% | -0.3%
CC1=C(C(=O)OCC2CCCO2)C(c2ccc(F)cc2)NC(=O)N1 (centres undefined) | -2.2% | 1.0% | 16.5% | -20.9% | -5.9% | -0.6%
Cc1ccc(C)c(S(=O)(=O)N2CCN(C(=O)CSc3ccccc3F)CC2)c1 | -15.9% | -3.2% | ? | 14.7µM* | 2.0% | -10.2%
Cc1cc(OCC(=O)Nc2cccc(S(=O)(=O)N3CCCC3)c2)ccc1Cl | ? | -7.1% | -7.9% | -20.8% | -8.9% | .
CC(C)C(c1nnnn1C(C)(C)C)N1CCN(c2cccc(Cl)c2)CC1 (centres undefined) | 14.7% | 0.3% | ? | -24.4% | ? | 0.7%
COCCOC(=O)C1=C(C)NC(=O)NC1c1cccs1 (centres undefined) | 2.0% | -4.1% | 20.2% | -20.1% | -12.3% | -5.2%
CCCCCCN1CC(O)=C(c2nc3ccccc3[nH]2)C1=N | 20.1% | 6.7% | 10.4% | -19.5% | 0.0% | 5.1%
CCCc1c(C(=O)OCC)[nH]c2c1C(=O)CCC2 | ? | -0.5% | . | ? | 1.8% | 0.8%
CC(CNC(=O)C1CCCCC1)NC(=O)C1CCCCC1 (centres undefined) | -8.3% | 3.2% | 18.5% | 128.3%[activator] | -3.0% | 1.6%
Cc1ccc2c(c1)cc(C(=O)N1CCN(c3ccccn3)CC1)n2C | -6.9% | 8.5% | 194.1%[activator] | 13.6% | -0.9% | -1.5%
CC(=O)N(C)c1ccc(NC(=S)Nc2cccc3ccccc23)cc1 | -3.4% | -23.0% | 0.7% | ? | 0.2% | -0.7%
CN1C(=O)NC(c2ccccc2[N+](=O)[O-])C2=C1CC(C)(C)CC2=O (centres undefined) | 1.4% | -18.4% | -7.9%[0.00184 µM] | 9.28µM* | -20.1% | -3.7%
CCOC(=O)C1=C(CSc2nc(-c3ccccc3)ccc2C#N)OC(N)=C(C#N)C1c1ccc(OC)cc1 (centres undefined) | ? | -27.1% | ? | ? | -20.9% | 0.5%
Cc1ccc(Cn2c(=N)c(C(=O)NC3CCCCC3)cc3c(=O)n4ccccc4nc32)cc1 | 3.2% | -16.3% | 4.15µM* | 2.94µM* | 3.4% | 5.1%
COc1ccc(NS(=O)(=O)c2cc(NC(=O)/C=C/c3cc(OC)ccc3OC)ccc2N2CCCCC2)cc1 | -25.7% | 1.5% | 4.15µM* | 2.62µM* | -7.3% | 0.7%
COc1ccc(OC)c(S(=O)(=O)NC2CC(=O)N(c3ccc(C)c(C)c3)C2)c1 (centres undefined) | -9.1%[8.37 µM] | 1.9% | ? | ? | 2.0% | .
COc1ccc2nc(NC(=O)CSc3nnnn3C)sc2c1 | 4.3% | 10.0% | 18.6% | -21.3% | -10.7% | 0.1%

Complete entries, quoted from the list.
`Cc1cc(C)nc(N/N=C/c2ccc3c(c2)OCCO3)n1` across the screens: HCV inh = -3.7%; Sm TGR block = 0.0%; Pf growth 48h = 63.3%[activator]; Pf growth 96h = 47.5%[activator]; Tb PYK inh = -0.2%; LmPK inhibitor = -2.9%
`O=c1c2ccccc2nc2c3ccccc3c(NCCN3CCOCC3)nn12` across the screens: HCV inh = .; Sm TGR block = 2.4%; Pf growth 48h = -0.4%; Pf growth 96h = 10.4%[5.75 µM]; Tb PYK inh = .; LmPK inhibitor = 8.0%
`CC(NC(=O)c1ccc(NC2=NC3CS(=O)(=O)CC3S2)cc1)c1ccccc1` (centres undefined) across the screens: HCV inh = 9.4%; Sm TGR block = -14.6%; Pf growth 48h = 10.0%; Pf growth 96h = ?; Tb PYK inh = -1.0%; LmPK inhibitor = -6.9%

Further compounds:
SMILES | HCV inh | Sm TGR block | Pf growth 48h | Pf growth 96h | Tb PYK inh | LmPK inhibitor
COC(=O)CSC1=NS(=O)(=O)c2ccccc21 | -19.2% | 2.51µM* | -10.6% | 9.6% | 22.4µM* | 5.01µM*
O=c1c2cc(N3CCOCC3)ccc2[nH]c(=S)n1Cc1cccc(Cl)c1 | ? | 10.9% | 9.2% | ? | -9.7% | -1.0%
O=C(Nc1nnc(-c2ccccc2)s1)c1ccccc1F | 15.5% | 13.2% | 116.1%[activator] | 82.6%[activator] | 4.2% | -5.1%
Cc1ccc(/C=C2\SC(=S)N(CCC(=O)N3CCOCC3)C2=O)cc1 | 14.3% | 4.2% | ? | ? | 0.0% | 1.1%
CCn1c(O)c(N=NC(=O)c2cccc(S(=O)(=O)N3CCCCC3)c2)c2ccccc21 | ? | 3.6% | 11.7µM* | ? | 2.8% | 1.7%
O=S(=O)(c1ccc(NC(=S)NN=C(C2CC2)C2CC2)cc1)N1CCOCC1 | 7.8% | 12.0% | 0.0% | ? | -22.6% | 2.0%
O=c1c2ccccc2nc(-c2ccco2)n1-c1ccccc1 | 2.5% | -0.1% | ? | 8.28µM* | -0.4% | 3.5%
COc1ccc(CNC(=O)[C@H](C)NC(=O)C2CCN(S(=O)(=O)c3ccc(C)cc3)CC2)cc1 | -0.6% | 5.2% | -8.5% | . | -3.7% | -0.8%
Cc1cccc(NC(=O)COc2ccccc2)c1 | 6.3% | 7.3% | 44.7%[activator] | 6.5% | 0.2% | 1.2%
CC(C)c1ccc(S(=O)(=O)N2CCN(CC(=O)Nc3ccc(Cl)cc3F)CC2)cc1 | 16.0% | -9.9% | 28.3% | 31.9%[activator] | 1.0% | .
COc1ccccc1CNC(=O)c1nccnc1CO | 13.9% | -0.4% | 47.9%[activator] | 16.2% | 0.6% | -2.6%
Cc1cccc2sc(N(CCCN(C)C)C(=O)c3ccc4ncsc4c3)nc12 | ? | -1.5% | ? | ? | -11.5% | -8.0%
COc1ccccc1NC(=O)COC(=O)c1oc2ccccc2c1C | -11.7% | 9.9% | -19.1% | -19.5% | 1.8% | -4.3%
CCn1c(CNC(=O)Cc2ccc(OC)cc2)nnc1SCCOc1ccccc1 | ? | -22.5% | . | ? | 9.8% | 0.3%
CC1CCCC(NC(=O)C2CCN(S(=O)(=O)N3CCCCC3)CC2)C1C (centres undefined) | -1.1% | -26.2% | ? | ? | 2.5% | -10.5%
COc1cc2nc(NC(=O)c3ccccc3)[nH]c(=O)c2cc1OC | ? | 2.2% | -18.3% | 1.4% | -2.4% | -2.4%
O=[N+]([O-])c1ccc(N2CCN(c3ccccc3O)CC2)c(Cl)c1 | ? | 0.9% | ? | ? | -8.7% | 2.2%
CCC(C(=O)NCc1ccco1)N(C(=O)CNS(=O)(=O)c1ccc(C)cc1)c1ccccc1F (centres undefined) | 6.4% | -6.4% | ? | -5.6% | -0.4% | -0.8%
S=C(NCc1ccc2c(c1)OCO2)NCc1ccco1 | 14.1% | 35.5µM* | 33.6%[5.75 µM] | 38.1%[5.75 µM] | 1.5% | 6.5%
Cc1ccc(S(=O)(=O)N2CCN(CC(=O)Nc3ccccc3Cl)CC2)cc1 | 0.0% | -19.0% | ? | -10.0% | 0.8% | .
Cc1cc(C(=O)CN2C(=O)NC3(CCCc4ccccc43)C2=O)c(C)n1Cc1ccccc1 (centres undefined) | ? | -19.6% | . | 1.17µM* | -4.0% | -2.4%
CC1CCC2C(=O)N(c3ccc(NC4CCCCC4)c([N+](=O)[O-])c3)C(=O)C2C1 (centres undefined) | 4.8% | -15.1% | 5.9% | -17.8% | 1.1% | 4.3%
CCn1cc(C(=O)N(C)Cc2ccc(OC(F)F)cc2)c(=O)c2ccc(C)nc21 | -6.4% | -28.9% | 16.5% | 24.1% | 2.5% | 0.0%
CCOC(=O)c1nnn(-c2nonc2-n2cccc2)c1CN1CCOCC1 | -4.1% | -2.5% | 7.38µM* | ? | -4.6% | 3.3%
COC(=O)c1ccc(COC(=O)c2ccccc2OC)cc1 | 7.8% | -0.8% | 41.2%[activator] | -13.0% | 7.2% | -5.3%
Cc1cc(C)n(-c2cc(N3CCN(C(=O)c4cccc(F)c4)CC3)ccc2[N+](=O)[O-])n1 | -13.6% | -23.4% | ? | 130.6%[activator] | 4.8% | -2.2%
Cc1ccc(S(=O)(=O)Nc2cc(C(=O)N3CCC4(CC3)OCCO4)ccc2N2CCCCC2)cc1 | -4.9% | ? | ? | . | -8.3% | -1.6%
CCN(CC)c1ccc(/C=N/NC(=O)CNC(=O)c2cccs2)cc1 | -7.7% | -15.9% | 64.6%[activator] | 34.7%[activator] | 0.6% | 0.2%
Cc1ccc(-n2ncc3ccccc3c2=O)cc1Cl | -21.5% | 7.2% | 285.2%[activator] | 305.7%[activator] | -0.3% | -10.2%
CCOC(=O)c1sc(NC(=O)COC(=O)Cn2cnc3ccccc32)c(C(=O)OCC)c1C | ? | 1.9% | ? | ? | -9.1% | 1.7%
N#Cc1c(-c2ccco2)cc(C2CC2)nc1SCC(=O)c1ccccc1 | -2.8% | -28.7% | -18.8% | 44.9%[activator] | 0.0% | -0.7%
Cc1cc(NC(=O)Nc2cccc([N+](=O)[O-])c2)no1 | -15.5% | 3.2% | 10.5%[5.75 µM] | 38.7%[activator] | 2.7% | -3.4%
CC1(C)CNC(=O)c2sc(NC(=O)CN3CCOCC3)nc2C1 | 11.6% | -14.6% | -14.6% | -7.2% | 1.5% | -0.4%
Cc1cc(C(=O)NNC(=S)NCc2ccccc2)no1 | 13.4% | 0.0% | 6.0% | 16.2% | -2.4% | -1.5%
O=C(COC(=O)c1ccccn1)Nc1nc(-c2ccccc2)cs1 | -13.0% | 0.6% | 74.4%[activator] | ? | 3.5% | -7.4%
Cc1ccccc1-c1nnc(CS(=O)(=O)c2ccccc2)o1 | 0.8% | -10.0% | 185.3%[activator] | ? | 1.0% | -0.3%
COc1cc(OC)c(C2=NOC(C(=O)Nc3c(C)n(C)n(-c4ccccc4)c3=O)C2)cc1Cl (centres undefined) | -2.6% | 7.4% | -6.6% | ? | -2.7% | -7.4%
CCN(CC)C(=S)SCC(=O)Nc1ncc2c(n1)CC(C)(C)CC2=O | -18.0% | 9.3% | -2.0% | 7.2% | 2.5% | -4.8%

Assay outcomes: PubChem BioAssay, National Center for Advancing Translational Sciences (NCATS)
